eLon inh – E. coli protease La inhibition. P0A9M0. purified E. coli Lon protease, fluorescence polarization. inhibition, % at 7.94 µM. 360,000 tested, 0.42% active; in the data active = inhibition above about 13%, passing the limit was not always enough;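 note: 0% = enzyme with probe and DMSO and 100% = no enzyme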
Target sequence (P0A9M0 whole entry, looked up): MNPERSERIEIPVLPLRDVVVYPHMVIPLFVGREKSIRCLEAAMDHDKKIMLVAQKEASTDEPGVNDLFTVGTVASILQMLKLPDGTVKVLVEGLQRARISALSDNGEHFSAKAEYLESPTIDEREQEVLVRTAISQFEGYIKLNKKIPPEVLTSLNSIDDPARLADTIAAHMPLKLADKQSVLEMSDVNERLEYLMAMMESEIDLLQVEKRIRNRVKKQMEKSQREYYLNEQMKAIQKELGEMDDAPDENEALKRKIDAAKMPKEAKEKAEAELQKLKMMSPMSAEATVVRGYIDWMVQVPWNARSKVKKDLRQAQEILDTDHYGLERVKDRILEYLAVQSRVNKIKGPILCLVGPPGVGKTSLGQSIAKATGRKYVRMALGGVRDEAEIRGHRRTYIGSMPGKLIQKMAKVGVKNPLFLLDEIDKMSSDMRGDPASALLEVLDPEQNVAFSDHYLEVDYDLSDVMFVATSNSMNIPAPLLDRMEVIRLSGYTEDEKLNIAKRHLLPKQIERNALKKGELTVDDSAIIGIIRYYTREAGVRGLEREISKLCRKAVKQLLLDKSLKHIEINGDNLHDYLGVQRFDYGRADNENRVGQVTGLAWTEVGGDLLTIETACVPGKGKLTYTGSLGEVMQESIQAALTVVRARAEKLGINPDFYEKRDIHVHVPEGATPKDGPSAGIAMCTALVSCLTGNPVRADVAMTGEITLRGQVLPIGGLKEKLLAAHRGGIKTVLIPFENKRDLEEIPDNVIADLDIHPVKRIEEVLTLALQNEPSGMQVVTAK
bovine MsrA act – activates bovine MsrA enzyme; purified bovine MsrA, absorbance read-out; activation, % at 10.6 µM; 360,000 tested, 0.3% active; AID 602163; in the data active = activation above about 7.5%;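 note: 0% = vehicle and 100% = reference activator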
PABP1 MLLE inh – inhibitors of microRNA-mediated deadenylation, human PABP1 MLLE binding; P11940; GST-MLLE / FITC-PAM2 fluorescence polarization; inhibition, % at 20 µM; 360,000 tested, 0.36% active; AID 588489; in the data active = inhibition above about 35%, passing the limit was not always enough;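 note: plate controls were DMSO wells with GST-MLLE for no effect and wells lacking GST-MLLE protein for full effect; some results filed as inactive read as strong as hits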
MT1-MMP act inh – MT1-MMP (human) activation inhibition; 360,000 tested, 0.061% active; HT1080 RFP-PRO-GFP cells, GFP/RFP ratio fluorescence, overnight; percent of plate control window, DMSO zero; GFP/RFP ratio change, % at 20 µM; P50281;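 active = GFP/RFP ratio change of at least 30% with cell ATP level not reduced by more than half and red fluorescence within 50% of control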; note: strong numbers were not always called active
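Material: RFP-PRO-GFP reporter HT1080 cells. Dosing: single-point 20 µM compound, 1% DMSO. Controls: DMSO and RFP-L50D-GFP cell wells. Timing: cells overnight before dosing, compound overnight, 37 °C, 5% CO2. Measure: GFP/RFP fluorescence ratio.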
MsrA inh – bovine MsrA inhibition. purified bovine MsrA, absorbance read-out. inhibition, % at 15.5 µM. 360,000 tested, 0.75% active; in the data active = inhibition above about 4.5%;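 note: 0% = vehicle wells with enzyme and 100% = reference inhibitor wells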
CSN deneddyl inh – CSN deneddylation inhibition. Q92905. Purified CSN, SCF-Nedd8-OG deneddylation, fluorescence polarization. inhibition, % at 12.5 µM. 360,000 tested, 0.38% active;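 active = pattern-corrected inhibition above about 35%, with an unprinted fluorescence ratio check between 0.5 and 1.5, limit read from the data, passing the limit was not always enough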;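 note: 0% = enzyme with substrate and 100% = substrate without enzyme; some results filed as inactive read as strong as hits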
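Material: human Csn5 produced in HEK293T cells; Input: enzyme 0.24 nM; Reagent: SCFSkp2-Nedd8OG substrate at 10 nM final; Dosing: 12.5 µM compound; Incubation: 90 min reaction at room temperature; Detection: fluorescence polarization of the substrate; Evaluation: % inhibition of substrate cleavage by Csn5; Control set: substrate-only high control, full reaction low control.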
Rpn11 inh – Rpn11 (human) deubiquitinase inhibition | 360,000 tested, 0.59% active | human 26S proteasome, Ub4-pepOG fluorescence polarization; 20S core pre-blocked with epoxomicin | O00487 | calls only at 20 µM;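 active = inhibition at 20 µM, scaled to each plate's controls, above about 33%, limit read from the data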
Rin1-Abl PPI inh – human Rin1-Abl interaction inhibition. TR-FRET Rin1/Abl binding, biochemical. 360,000 tested, 0.4% active. inhibition, % at 7.35 µM. AID 588664; in the data active = inhibition above about 5%, passing the limit was not always enough
FAS TE block – inhibitors of human fatty acid synthase thioesterase domain | P49327 | recombinant FAS-TE, OMFH fluorogenic substrate, fluorescence endpoint | inhibition, % at 15 µM | 360,000 tested, 0.67% active | AID 602261;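 active = compounds whose normalised, plate-corrected inhibition of enzyme fluorescence in the single-dose primary screen is 50% or more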;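 note: 0% = DMSO with enzyme and 100% = substrate without enzyme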
* hit, by the source's call; i = inactive; / = no result given; + = active, no number. Not a hit list, and some 3.7% of all compounds hit somewhere here.

Start of the data: the first 6 entries, ahead of the listing:
Molecule | eLon inh | bovine MsrA act | PABP1 MLLE inh | MT1-MMP act inh | MsrA inh | CSN deneddyl inh | Rpn11 inh | Rin1-Abl PPI inh | FAS TE block
O=C(NCCN1CCCCC1)c1cccc2c1C(=O)c1ccc(N3CCCC3)cc1S2(=O)=O | -26 | -6 | -55 | -92 | -0.2 | 33 | / | -18 | -24
CCCCCCCCC#Cc1nc(C)ccc1OC | -18 | -2 | 1 | 1 | 0.7 | -2 | i | -1 | 18
CCOc1ccc(NC(=O)COc2ccc(C(=O)NCc3cccc(OC)c3)cc2OC)cc1 | 0 | 7 | 0 | 3 | 0.2 | -2 | i | 1 | 3
C=CCNC(=O)NC(=O)COC(=O)/C(C#N)=C/c1ccc(OC)cc1 | -2 | -1 | 21 | -21 | 0.7 | 0 | i | -1 | -5
CCN1C[C@@H]2[C@@H]3C(=O)N(C)C(=O)[C@@H]3[C@](C)(C1=O)N2C(=O)c1ccc(C(F)(F)F)cc1 | 4 | -2 | 16 | 0 | -1.8 | 1 | i | 2 | -16
O=C(CSCc1ccc(Cl)cc1)Nc1ccccc1C(=O)N1CCOCC1 | -9 | 1 | -6 | 5 | -0.8 | -1 | i | 1 | -8

The list itself, previewed entries included:
Molecule | eLon inh | bovine MsrA act | PABP1 MLLE inh | MT1-MMP act inh | MsrA inh | CSN deneddyl inh | Rpn11 inh | Rin1-Abl PPI inh | FAS TE block
O=C(NCCN1CCCCC1)c1cccc2c1C(=O)c1ccc(N3CCCC3)cc1S2(=O)=O | -26 | -6 | -55 | -92 | -0.2 | 33 | / | -18 | -24
CCCCCCCCC#Cc1nc(C)ccc1OC | -18 | -2 | 1 | 1 | 0.7 | -2 | i | -1 | 18
CCOc1ccc(NC(=O)COc2ccc(C(=O)NCc3cccc(OC)c3)cc2OC)cc1 | 0 | 7 | 0 | 3 | 0.2 | -2 | i | 1 | 3
C=CCNC(=O)NC(=O)COC(=O)/C(C#N)=C/c1ccc(OC)cc1 | -2 | -1 | 21 | -21 | 0.7 | 0 | i | -1 | -5
CCN1C[C@@H]2[C@@H]3C(=O)N(C)C(=O)[C@@H]3[C@](C)(C1=O)N2C(=O)c1ccc(C(F)(F)F)cc1 | 4 | -2 | 16 | 0 | -1.8 | 1 | i | 2 | -16
O=C(CSCc1ccc(Cl)cc1)Nc1ccccc1C(=O)N1CCOCC1 | -9 | 1 | -6 | 5 | -0.8 | -1 | i | 1 | -8
CCCCC(=O)Nc1cccc(NC(=O)c2ccccc2Br)c1 | 1 | 0 | 15 | -1 | 0.2 | -2 | i | -7 | -8
Cc1ccc(CSCCNC(=O)CN(c2cccc([N+](=O)[O-])c2)S(C)(=O)=O)cc1 | 0 | -6 | 7 | -1 | -0.7 | -2 | i | 1 | 8
O=C(C(Cc1ccccc1)n1cccc1)N1CCN(Cc2ccccc2)CC1 (configuration not stated) | 8 | 0 | 11 | 2 | / | -7 | i | -5 | 10
O=C(CNCc1cccc2ccccc12)Nc1ccccc1[N+](=O)[O-] | 3 | -12 | 4 | 0 | -0.4 | -4 | i | 1 | 22
Cc1ccc(CNC(=O)C2CCN(c3nn4c(=O)cc(C)nc4s3)CC2)cc1 | -8 | -3 | -16 | 3 | -0.2 | 1 | i | 2 | -4
Cc1cc(=O)oc2cc(OCC(=O)N3CC[C@@]4(O)CCCC[C@H]4C3)ccc12 | -6 | -8 | -5 | 3 | 0.7 | -1 | i | -3 | -4
CCOC(=O)c1c(C)[nH]c(C)c1C(=O)CSc1nc2ccccc2n1CCOC | 4 | -4 | -16 | 3 | 0.8 | -5 | i | 2 | -8
COCCNC(=O)CN1C(=O)NC2(CCCc3ccccc32)C1=O (configuration not stated) | 4 | -7 | 0 | 6 | -1.0 | 0 | i | 1 | -5
CN1CCN(S(=O)(=O)c2ccc(NC(=O)COc3ccccc3)cc2)CC1 | -1 | -10 | 7 | 4 | 1.1 | 5 | i | 2 | -4
Cn1c(=O)n(C)c2cc([N+](=O)[O-])c(N3CCN(C(=O)c4ccccc4Br)CC3)cc21 | 1 | -2 | 3 | 3 | 0.5 | 5 | i | -10 | 0
CS(=O)(=O)NCc1nnc(SCc2ccccc2C(F)(F)F)o1 | -5 | -8 | 7 | -2 | 1.0 | -2 | i | 1 | -3
CN(CC(=O)Nc1ccc(N2CCOCC2)cc1)CC(=O)Nc1ccc(Cl)cc1[N+](=O)[O-] | -2 | 1 | -11 | -6 | 1.1 | 1 | i | -7 | 3
O=C(CNC(=S)N(CCCN1CCOCC1)Cc1cccs1)NCCCN1CCOCC1 | -4 | -5 | -93 | 3 | -0.8 | -1 | i | -3 | -15
CC1CCc2c(sc3ncnc(SCC(=O)N(C)C4CCS(=O)(=O)C4)c23)C1 (configuration not stated) | -12 | -2 | -3 | 0 | -0.2 | 2 | i | 2 | 4
COCC1CCN(c2nc3nonc3nc2N2CCSCC2)C1 (configuration not stated) | 4 | -2 | -5 | -3 | -0.8 | 1 | i | 0 | -6
CCN(CC)S(=O)(=O)c1cc(OC)ccc1N=Nc1ccc(O)c2ncccc12 | 0 | -3 | -68 | 19 | -0.4 | 2 | + | 7 | 2
CCCc1[nH]nc2c1C(CCc1ccccc1)C(C#N)=C(N)O2 (configuration not stated) | -8 | -2 | 11 | -6 | 0.0 | 1 | i | 2 | 8
COc1cc(/C=N/N2C(=O)CSC2=S)ccc1O | -22 | -4 | -35 | 30 | 3.9 | 19 | + | -6 | -5
O=C(Nc1cc(Cl)ccc1N1CCOCC1)c1ccc(Br)o1 | 0 | -3 | -1 | -4 | 1.4 | 1 | i | -3 | -6
COc1cccc(C(=O)Nc2ccc(C(=O)c3ccncc3)cc2)c1 | 1 | -1 | 2 | 4 | 2.4 | -1 | i | 1 | 1
CCCn1c(NCc2ccccc2NS(=O)(=O)c2ccc(C)cc2)nc2ccccc21 | 2 | 4 | -15 | -10 | 2.4 | 5 | i | 2 | 33
COc1ccc(NC(=O)NC2CCCCCCC2)c(OC)c1 | 3 | 0 | 3 | -5 | / | 2 | i | -1 | 3
